Assay outcomes from PubChem.
KCNH2 3.1 block: KCNH2 3.1 (human) potassium channel inhibition | U2OS KCNH2 3.1, thallium flux FluxOr; active compounds read low | activity change, % (tested at about 1.8 µM) | actives 0.95% (n = 340,000);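 active = maximum activity change below -70%; inconclusive = maximum activity change from -70% to -50%; inactive = maximum activity change above -50%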;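 also: thallium influx rate constant from kinetic fluorescence after stimulation buffer; % is scaled to controls: 0 for no effect and ±100 for the full control effect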
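U2OS cells transduced with KCNH2 3.1 mutant virus (1.77 x 10^8 /mL, 4 h), plated overnight at 37 C, loaded 45 min with FluxOr dye plus Red40 quencher. Thallium flux rate constant from kinetic reads after stimulation buffer, normalised to controls.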
Coupling enz: counter-screen for Giardia aldolase inhibitors: coupling enzyme system; coupling enzyme system counterscreen, AmpLite Red fluorescence; AID 2472; actives 0.67% (n = 290,000); activity change, negative = inhibition, % at 58.2 µM, hits read low; in the data active = activity change below about -30%; also: % is scaled to controls: 0 for no effect and ±100 for the full control effect
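Coupling enzymes only (glyceraldehyde-3-phosphate) + compound, at 57.5 uM final, 10 min RT; add substrate/coupling/AmpLite Red mix, 20 min RT; fluorescence ex 525/em 598 nm. Actives flag coupling-system interference.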
hERG WT inh: KCNH2 (human, wildtype) channel inhibition; U2OS, BacMam KCNH2, thallium flux FluxOr; active compounds read low; AID 720551; actives 0.37% (n = 340,000); activity change, % at 1.84 µM;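 active = maximum activity change below -70%; inconclusive = maximum activity change between -70% and -50%; inactive = maximum activity change above -50%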; also: % is scaled to controls: 0 for no effect and ±100 for the full control effect
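U2OS cells transduced with wild-type KCNH2 virus are loaded with FluxOr dye for 45 min, and thallium flux is measured in kinetic reads before and after stimulation buffer. Rate constants are normalized to DMSO controls.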
TRPV1 ag: human TRPV1 agonism; actives 0.19% (n = 320,000); activation, % at 8.33 µM; TRPV1-expressing cells, Fluo-8 calcium influx, agonist mode; Q8NER1; in the data active = activation above about 80%; inconclusive = between about 30% and that limit; also: 0% is about no effect
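TRPV1-expressing cells were cultured overnight at 35.5C and loaded with Fluo-8 calcium dye for 40 to 90 min at room temperature. After a 10 s baseline, compound was added and calcium influx was read kinetically for 3 min (ex 480/em 520 nm).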
AT treatment: potential ataxia-telangiectasia treatment | Potency, µM (top dose mostly 57.5 µM), for inactives: at the top dose activation, hits mostly activators | AID 485349 | actives 0.19% (n = 320,000) | […] A-T fibroblasts, KAP-1 phosphorylation AlphaLISA; neocarzinostatin DNA damage 30 min before lysis; also: potency is read from the fitted curve at half-maximal effect; % of control where 0% means no effect; nearly all actives have a fitted effect of over 45% in size
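hTERT-immortalized A-T patient fibroblasts ([…]), 500 cells/well in OPTI-MEM, 1% FBS, got compounds for 60 min, then NCS for 30 min at 37C. Lysates were then assayed for phospho-KAP-1 by AlphaLISA (anti-pKAP1 donor, anti-KAP1 acceptor beads), 6 hr at 25C.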
Integrin act MD: activators of alpha7 integrin expression for muscular dystrophy; alpha7betagal myoblasts, beta-gal FDG fluorescence, 48 h; Potency, µM (titrated, usually from 38.3 µM), for inactives: top-dose activation, hits mostly activators; actives 0.064% (n = 350,000);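 also: potency is read from the fitted curve at half-maximal effect; 100% = response of the positive control SU9516; nearly all actives have a fitted effect of over 60% in size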
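Alpha7betagal+/- myoblasts (passage 13) were plated 16-24 hr, then exposed to compounds (1:260 dilution of DMSO stock) for 48 hours at 37C. After MPER lysis, β-galactosidase reporter activity was read as FDG fluorescence (ex 480/em 540) after 30 minutes.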
CXXC DNA block: MLL CXXC-DNA interaction inhibition; Q03164; MLL-CXXC / FITC-HOXA9 DNA fluorescence polarization; Potency, µM (top dose mostly 115 µM), for inactives: at the top dose activity change, negative = inhibition, hits mostly inhibitors; actives 0.037% (n = 290,000); active = well fitted inhibition curve with a large enough effect in the polarisation, with a control signal flat, not every such curve was filed as active; inconclusive = small, poorly fitted or top-dose-only effect, or effect the other way, or a change in a side signal; inactive = no such curve, though single readings can be large or run the other way; the % refers to the polarisation; also: potency is read from the fitted curve at half-maximal effect
Target sequence (Q03164 whole entry, looked up): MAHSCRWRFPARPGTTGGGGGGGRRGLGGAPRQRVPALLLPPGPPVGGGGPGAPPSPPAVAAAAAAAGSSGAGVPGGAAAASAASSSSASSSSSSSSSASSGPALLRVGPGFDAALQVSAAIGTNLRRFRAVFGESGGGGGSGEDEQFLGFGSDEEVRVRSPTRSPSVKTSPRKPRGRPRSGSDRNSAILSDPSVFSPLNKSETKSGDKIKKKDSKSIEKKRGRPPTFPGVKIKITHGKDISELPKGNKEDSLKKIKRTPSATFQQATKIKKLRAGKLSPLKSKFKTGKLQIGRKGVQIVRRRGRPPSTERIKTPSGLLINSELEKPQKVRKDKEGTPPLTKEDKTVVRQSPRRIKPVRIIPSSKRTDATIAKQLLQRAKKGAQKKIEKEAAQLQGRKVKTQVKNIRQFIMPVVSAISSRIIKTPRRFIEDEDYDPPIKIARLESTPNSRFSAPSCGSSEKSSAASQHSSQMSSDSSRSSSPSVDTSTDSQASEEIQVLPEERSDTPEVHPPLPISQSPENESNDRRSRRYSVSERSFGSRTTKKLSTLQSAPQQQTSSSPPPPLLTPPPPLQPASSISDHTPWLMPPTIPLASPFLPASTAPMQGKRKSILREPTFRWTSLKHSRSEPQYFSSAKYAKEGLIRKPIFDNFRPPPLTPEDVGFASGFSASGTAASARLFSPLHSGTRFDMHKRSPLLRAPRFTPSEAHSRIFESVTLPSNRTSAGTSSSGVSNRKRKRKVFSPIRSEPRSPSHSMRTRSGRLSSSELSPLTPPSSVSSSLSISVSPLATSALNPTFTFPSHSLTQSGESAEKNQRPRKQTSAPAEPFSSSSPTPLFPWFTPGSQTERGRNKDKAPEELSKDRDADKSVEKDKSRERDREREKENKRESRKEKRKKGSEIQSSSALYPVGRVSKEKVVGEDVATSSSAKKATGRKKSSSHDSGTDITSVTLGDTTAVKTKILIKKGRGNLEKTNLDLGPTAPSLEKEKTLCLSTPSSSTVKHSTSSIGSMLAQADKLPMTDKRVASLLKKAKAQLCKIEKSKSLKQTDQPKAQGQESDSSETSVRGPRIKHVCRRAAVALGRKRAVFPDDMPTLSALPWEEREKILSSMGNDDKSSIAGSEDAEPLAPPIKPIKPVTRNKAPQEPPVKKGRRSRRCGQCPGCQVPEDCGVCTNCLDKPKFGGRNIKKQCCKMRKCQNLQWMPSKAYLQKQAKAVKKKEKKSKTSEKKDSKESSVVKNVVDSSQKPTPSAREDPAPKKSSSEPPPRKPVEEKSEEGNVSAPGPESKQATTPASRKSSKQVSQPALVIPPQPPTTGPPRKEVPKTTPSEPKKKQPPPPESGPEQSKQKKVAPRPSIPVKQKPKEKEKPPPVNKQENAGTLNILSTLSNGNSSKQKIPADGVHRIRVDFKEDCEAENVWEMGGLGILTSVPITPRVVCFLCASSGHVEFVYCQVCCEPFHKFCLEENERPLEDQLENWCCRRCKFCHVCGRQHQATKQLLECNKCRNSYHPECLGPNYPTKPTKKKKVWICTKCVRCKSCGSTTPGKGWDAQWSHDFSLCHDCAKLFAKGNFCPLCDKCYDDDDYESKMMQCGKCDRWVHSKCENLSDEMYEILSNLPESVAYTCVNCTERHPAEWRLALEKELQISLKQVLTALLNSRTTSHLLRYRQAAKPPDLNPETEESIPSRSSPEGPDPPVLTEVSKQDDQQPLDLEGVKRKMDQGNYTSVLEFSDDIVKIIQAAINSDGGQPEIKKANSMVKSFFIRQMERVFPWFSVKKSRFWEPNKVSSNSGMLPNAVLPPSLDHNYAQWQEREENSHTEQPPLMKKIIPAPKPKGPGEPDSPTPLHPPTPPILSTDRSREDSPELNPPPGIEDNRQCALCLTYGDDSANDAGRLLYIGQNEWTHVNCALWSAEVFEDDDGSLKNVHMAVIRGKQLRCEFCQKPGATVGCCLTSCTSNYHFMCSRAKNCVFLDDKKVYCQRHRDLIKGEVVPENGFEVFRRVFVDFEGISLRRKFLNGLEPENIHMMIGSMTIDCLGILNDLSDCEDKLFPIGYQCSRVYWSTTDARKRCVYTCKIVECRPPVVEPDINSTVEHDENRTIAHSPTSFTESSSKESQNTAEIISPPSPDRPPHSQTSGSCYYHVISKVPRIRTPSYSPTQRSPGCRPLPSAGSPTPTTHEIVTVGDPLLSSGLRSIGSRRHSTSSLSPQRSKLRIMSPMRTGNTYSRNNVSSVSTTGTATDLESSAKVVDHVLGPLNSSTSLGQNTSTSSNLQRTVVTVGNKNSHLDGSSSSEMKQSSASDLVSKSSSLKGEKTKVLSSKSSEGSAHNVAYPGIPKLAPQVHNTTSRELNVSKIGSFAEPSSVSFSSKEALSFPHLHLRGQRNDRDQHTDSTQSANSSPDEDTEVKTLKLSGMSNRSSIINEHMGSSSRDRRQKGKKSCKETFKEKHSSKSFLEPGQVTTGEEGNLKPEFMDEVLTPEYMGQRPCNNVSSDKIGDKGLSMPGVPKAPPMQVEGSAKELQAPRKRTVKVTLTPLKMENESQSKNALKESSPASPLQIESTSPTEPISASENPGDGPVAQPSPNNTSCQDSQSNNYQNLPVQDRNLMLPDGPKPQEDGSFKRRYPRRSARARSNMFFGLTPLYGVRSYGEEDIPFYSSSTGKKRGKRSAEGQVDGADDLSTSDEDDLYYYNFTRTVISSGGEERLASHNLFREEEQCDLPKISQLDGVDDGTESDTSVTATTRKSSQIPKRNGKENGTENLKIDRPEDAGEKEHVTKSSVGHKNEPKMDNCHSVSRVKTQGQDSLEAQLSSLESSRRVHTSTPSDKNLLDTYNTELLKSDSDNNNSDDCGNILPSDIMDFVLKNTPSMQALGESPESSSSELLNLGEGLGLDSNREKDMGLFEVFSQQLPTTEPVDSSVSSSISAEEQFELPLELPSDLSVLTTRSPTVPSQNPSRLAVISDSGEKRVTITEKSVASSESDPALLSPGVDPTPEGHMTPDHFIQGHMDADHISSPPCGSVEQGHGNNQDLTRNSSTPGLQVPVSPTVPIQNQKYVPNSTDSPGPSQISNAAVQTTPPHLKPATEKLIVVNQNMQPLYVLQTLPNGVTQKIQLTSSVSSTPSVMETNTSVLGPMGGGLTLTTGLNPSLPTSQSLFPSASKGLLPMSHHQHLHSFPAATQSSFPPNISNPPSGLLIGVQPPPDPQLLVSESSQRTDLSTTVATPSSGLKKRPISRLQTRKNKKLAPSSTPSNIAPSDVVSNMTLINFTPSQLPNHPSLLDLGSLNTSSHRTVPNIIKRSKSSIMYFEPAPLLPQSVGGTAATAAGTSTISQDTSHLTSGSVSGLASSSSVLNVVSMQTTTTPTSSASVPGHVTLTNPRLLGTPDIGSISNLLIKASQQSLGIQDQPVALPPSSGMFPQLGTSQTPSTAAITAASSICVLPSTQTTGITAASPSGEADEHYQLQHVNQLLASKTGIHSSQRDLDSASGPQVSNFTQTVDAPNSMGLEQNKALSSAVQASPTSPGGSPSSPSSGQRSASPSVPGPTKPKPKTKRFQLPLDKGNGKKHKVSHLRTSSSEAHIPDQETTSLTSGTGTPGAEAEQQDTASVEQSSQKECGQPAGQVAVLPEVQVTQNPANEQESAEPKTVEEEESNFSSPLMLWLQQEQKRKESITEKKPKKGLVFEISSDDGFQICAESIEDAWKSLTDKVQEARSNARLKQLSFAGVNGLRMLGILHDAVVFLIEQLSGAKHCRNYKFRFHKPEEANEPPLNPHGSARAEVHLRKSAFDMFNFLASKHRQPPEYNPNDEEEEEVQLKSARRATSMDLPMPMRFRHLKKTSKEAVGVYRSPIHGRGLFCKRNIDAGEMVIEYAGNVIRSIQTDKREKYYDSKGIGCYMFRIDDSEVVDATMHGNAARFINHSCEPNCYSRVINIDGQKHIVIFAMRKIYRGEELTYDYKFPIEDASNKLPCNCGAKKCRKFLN
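Fluorescence polarization: 7 uM MLL-CXXC (stock) preincubated 5 min with compounds, then 50 nM fluorescein-HOX-A9 DNA (stock) added; 30 min ambient. Buffer 50 mM Tris-HCl pH 7.5, 50 mM NaCl, 1 mM DTT, 0.05% BSA.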
GALK inh: inhibitors of human galactokinase; P51570; Purified GALK, Kinase-Glo residual ATP luminescence; Potency, µM (highest dose often 57.5 µM), for the others: at the top dose activity change, negative = inhibition, actives largely listed as inhibitors; actives 0.007% (n = 270,000); also: potency is read from the fitted curve at half-maximal effect; % is scaled to controls: 0 for no effect and ±100 for the full control effect
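GALK at 5 nM final was combined with compound, 35 uM ATP and 100 uM galactose in HEPES pH8.0 with MgCl2 and DTT. The reaction ran one hour at room temperature before luminescent ATP detection.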
MBNL1-CUG inh: MBNL1-poly(CUG) RNA binding inhibition. TR-FRET MBNL1-His/biotin-(CUG)12 binding, 665/545 ratio. Potency, µM (series often up to 57.5 µM), for inactives: top-dose activity change, negative = inhibition, most hits filed as inhibitors. actives 0.036% (n = 280,000). AID 2675; active = well fitted inhibition curve with a large enough effect in the signal ratio, with a control signal flat, not every such curve was filed as active; inconclusive = small, poorly fitted or top-dose-only effect, or effect the other way, or a change in a side signal; inactive = no such curve, though single readings can be large or run the other way; the % refers to the signal ratio; also: potency is read from the fitted curve at half-maximal effect; % is scaled to controls: 0 for no effect and ±100 for the full control effect
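TR-FRET between His-tagged MBNL1 and biotin-(CUG)12 RNA, detected with Tb anti-His antibody (0.055 ng/ul) and streptavidin-XL665 (5 nM), 60 min at room temperature. Compounds titrated 92 nM to 58 uM; 665/545 nm ratio normalized to buffer and complex controls.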
S-ASM inh: inhibitors of human secretory acid sphingomyelinase. P17405. placental ASM, HMU-PC fluorogenic substrate, 60 min. Potency, µM (titrated, usually from 57.5 µM), without a hit: top-dose activity change, negative = inhibition, usual class: inhibitors. actives 0.006% (n = 340,000). AID 504937; also: potency is read from the fitted curve at half-maximal effect
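Human placenta-derived ASM preincubated with compound 10 min at room temperature, then reacted with 9 uM (final) fluorogenic HMU-PC substrate for 60 min at 37 C. Stop solution raises pH to 10; fluorescence read at Ex 386/Em 447 nm.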
Active calls of the source: *; u = inconclusive; x = no result given; [ ] = another dose, or the depositor's remark. Unless noted, calls follow the shape of the dose curve; as a rule, active = well fitted curve in the direction sought with a large enough effect; inconclusive = small, poorly fitted or top-dose-only effect, or another doubt; inactive = no such curve, though single readings can be large; an effect the other way counts as inactive or inconclusive.

Fields: KCNH2 3.1 block | Coupling enz | hERG WT inh | TRPV1 ag | AT treatment | Integrin act MD | CXXC DNA block | GALK inh | MBNL1-CUG inh | S-ASM inh
COc1ccc(CN(C)C(=O)C2CCN(C(=O)Nc3ccccc3)CC2)cc1
 : -8 | x | 18 | -1 | -6% | -13% | x | x | x | 2%
COc1ccc(N2CCN(C3CCCN(S(=O)(=O)c4ccccc4)C3)CC2)cc1 (stereo not drawn)
 : -14 | x | 14 | 3 | 19% | 9% | 1% | 5% | -9% | 3%
O=C(CNc1ccccc1)N/N=C/c1c(O)ccc2ccccc12
 : -7 | -1 | -4 | 3 | -9% | -51%[inhibitor] | 7% | 2% | 5% | 39%
CCN(CC)C(=O)CSc1nc2sc3c(c2c(=O)n1CCCOC)CCC3
 : 3 | 1 | 1 | 18 | -2% | -39% | -13% | 1% | -2% | -4%
CCCCN(CCCNC(=O)c1c(C)cc(=O)oc1C)c1ccccc1
 : -10 | 1 | 18 | 21 | -1% | -6% | 10% | -3% | u | -4%
Cc1ccc(S(=O)(=O)c2c(C)nn(C(C)(C)C)c2OC(=O)CC(C)C)cc1
 : -4 | 0 | 3 | u | 0% | -26% | 6% | 7% | 3% | 5%
C/C(=N\NC(=O)c1ccc(N2CCCC2=O)cc1)c1ccc(O)cc1O
 : 2 | x | -5 | 9 | -4% | -5% | 9% | -4% | -1% | 73%[activator]
C=CC[C@@H](CC(=O)N[C@H](CO)Cc1ccccc1)C(=O)N[C@H](COC(=O)[C@@H](CC=C)CC(=O)OC(C)(C)C)Cc1c[nH]c2ccccc12
 : 7 | x | 1 | x | -2% | -45%[inhibitor] | x | x | x | -24%
O=C(C1CCN(C2CC(=O)N(c3cccc(Cl)c3)C2=O)CC1)N1CCCCCC1 (stereo not drawn)
 : u | 2 | -6 | 1 | -4% | 2% | -2% | -4% | -4% | 6%
COC(=O)C1(C)NCCc2c1[nH]c1ccccc21 (stereo not drawn)
 : 0 | x | 4 | -5 | 8% | 4% | x | x | x | -5%
COc1ccc(OS(=O)(=O)c2ccc(N3C(=O)CCC3=O)cc2)cc1
 : 6 | 2 | 10 | -5 | 9% | 7% | 9% | 5% | -7% | 7%
Cc1ccc(Nc2nc(CSc3nnc(-c4ccccc4C)n3C)cs2)cc1
 : -18 | -1 | -1 | -2 | -3% | 22% | u | 2% | u | -5%
CC1C(=O)C(C)C(c2cc(Br)ccc2O)NC1c1cc(Br)ccc1O (stereo not drawn)
 : -11 | x | 9 | x | x | -64%[inhibitor] | x | x | x | -17%
CCNC(=O)NC(=O)COC(=O)CNC(=O)COc1ccccc1
 : -15 | 1 | -9 | -1 | 0% | 4% | 5% | 5% | -4% | 1%
CCN1CCN(C(=O)c2ccc(CS(=O)(=O)Cc3ccccc3F)o2)CC1
 : -33 | 2 | 16 | 0 | 1% | -18% | -15% | -3% | 1% | -3%
C=CCNC(=O)c1cccc(NS(=O)(=O)c2ccc(Cl)cc2)c1
 : -1 | -2 | -4 | 2 | 4% | 7% | -2% | 0% | -15% | 3%
O=c1c2cc3c(cc2[nH]c(=S)n1C1CCN(Cc2ccccc2)CC1)OCO3
 : -20 | 1 | 6 | 1 | 5% | 22% | 2% | -2% | -15% | -1%
COc1ccc(/C=C/c2nc3sc4c(c3c(=O)o2)CCC4)cc1
 : -2 | x | 0 | x | x | -14% | x | x | x | 2%
CC(C)N(C(=O)CS(=O)(=O)c1ccc(Cl)c(Cl)c1)C(C)C
 : -15 | 2 | -4 | u | 2% | 34% | -17% | -1% | -9% | 4%
CCCCCCCC1CC(CSc2ncn[nH]2)OC1=O (stereo not drawn)
 : 1 | 7 | 9 | u | 2% | -2% | -2% | 0% | 1% | -2%
Cc1ccc(Cl)cc1NC(=O)C1COc2ccccc2O1 (stereo not drawn)
 : 1 | 2 | -12 | 4 | 2% | -13% | -9% | 0% | 1% | 0%
Cc1nn(C)cc1/C=N/NC(=O)C(C)(C)Oc1ccc(Cl)cc1
 : 5 | 1 | -13 | 0 | 5% | -14%[7.66 µM] | 10% | -2% | -14% | -1%
COc1ccc(/C=N/NC(=O)C(=O)N2CCCC2)cc1OC
 : 16 | 0 | 9 | 0 | -6% | -18% | 18% | 0% | x | 3%
COc1ccc(N(CC(=O)NCC2CCCO2)S(=O)(=O)c2ccc(C)cc2)cc1OC (stereo not drawn)
 : 6 | 1 | -2 | 0 | 3% | 17% | 13% | -1% | -1% | 5%
CCC(C)NC(=O)CNC(=O)c1nn(-c2ccc(OC)cc2OC)c(=O)c2ccccc12 (stereo not drawn)
 : -10 | -2 | -4 | 1 | 27% | 0% | -6% | 2% | 7% | -1%
COc1cc(OC)cc(C(=O)N[C@H](C(=O)Nc2nc3c(s2)CCCC3)C(C)C)c1
 : -19 | 0 | -1 | 2 | -2% | -4% | -6% | 1% | -8% | -4%
O=C(c1ccc(C#Cc2ccccc2)o1)N1CCN(c2ccccn2)CC1
 : -19 | 0 | -5 | 17 | 5% | -15% | 7% | -3% | 21% | -9%
COc1ccccc1OCCNC(=O)C1CC(=O)N(c2ccc3c(c2)OCCO3)C1 (stereo not drawn)
 : 9 | x | -29 | -3 | 2% | -17% | x | x | x | -2%
CCc1ccc(N(CC(=O)NC2CCCCC2)S(=O)(=O)c2c(C)noc2C)cc1
 : -3 | 4 | 26 | x | -2% | -1% | 8% | 2% | -3% | 0%
c1ccc2nc3c(nc2c1)sc1nc2ccccc2n13
 : x | 1 | x | 0 | 2% | x | 0% | 0% | -4% | x
CCOCCCNC(=O)c1ccccc1Br
 : -2 | 0 | -7 | -1 | 2% | 6% | 8% | -1% | -4% | 3%
CC1=CCC2C(=O)N(c3nc(C)cc(C)n3)C(=O)C2C1 (stereo not drawn)
 : 2 | 4 | 1 | 3 | -1% | -7% | 5% | 0% | -5% | 4%
COc1cccc(C(C#N)N2CCOCC2)c1 (stereo not drawn)
 : -11 | 4 | -3 | -2 | -4% | 14% | 11% | 0% | -2% | 1%
CCOC(=O)C1=C(C)OC(N)=C(C#N)C1c1ccc(C)s1 (stereo not drawn)
 : 15 | 1 | -7 | 20 | 2% | 10% | 1% | -1% | 27% | 2%
O=C(Nc1cccc(S(=O)(=O)N2CCCC2)c1)c1ccc2c(=O)n3c(nc2c1)CCCCC3
 : -4 | 0 | 1 | 25 | 6% | 0% | -1% | -2% | x | -9%
CCOC(=O)c1ccccc1NC(=O)CN1C(=O)NC(C)(CCc2ccccc2)C1=O (stereo not drawn)
 : -2 | x | -15 | 17 | 0% | 25% | x | x | x | 1%
CC(C)C1Oc2ccccc2N(CC(=O)N(Cc2ccccn2)C2CC2)C1=O (stereo not drawn)
 : 2 | 0 | -9 | 18 | -1% | -26% | -3% | -4% | -2% | -1%
O=C(Nc1ccc2[nH]ncc2c1)c1ccccc1
 : -3 | -3 | -2 | 27 | 8% | -24% | 2% | -5% | -5% | 0%
C#CCOCCOCCOCCNc1nc(N2CCN(C(=O)[C@H](CCCN=C(N)N)n3cc(C(N)[C@@H](C)CC)nn3)CC2)nc(N2CCN(C(=O)[C@H](CCCCN)n3cc([C@@H](N)CC(N)=O)nn3)CC2)n1 (stereo partly drawn)
 : 4 | x | -8 | x | 3% | 15% | x | x | x | 7%
CCOc1cc(/C=N/Nc2nc(N3CCCCC3)nc(N3CCCCC3)n2)ccc1OC(=O)c1ccco1
 : 20 | -1 | x | 3 | 2% | -39%[inhibitor] | -6% | -1% | -1% | 1%
COc1ccc(C)cc1S(=O)(=O)N(C)CC(=O)N1CCCCC1
 : 12 | x | 1 | x | x | -2% | x | x | x | 4%
Cn1nc(C(F)(F)F)c(C(=O)Nc2cccc(Cl)c2)c1Cl
 : 10 | -1 | -5 | 3 | 2% | 7% | 0% | -3% | -1% | -1%
Cc1c(-c2cccc(Cl)c2)nc2ccccc2c1C(=O)OCC(=O)N(C)C1CCS(=O)(=O)C1 (stereo not drawn)
 : 23 | -6 | x | -2 | 1% | -22% | -5% | 6% | 0% | -2%
NC1=NC(=O)/C(=C/C=C/c2cccs2)S1
 : -4 | x | 0 | x | x | -1% | x | x | x | -2%
CC1CCCN(C(=O)c2ccc(NS(=O)(=O)c3cccc([N+](=O)[O-])c3)cc2)C1 (stereo not drawn)
 : 2 | x | -2 | -3 | 1% | -9% | x | x | x | x
